mcGAS MS inh – mouse cGAS inhibition by mass spec; Q8C6L5; recombinant mouse cGAS, cGAMP by RapidFire MS; inhibition, % at 12.5 µM; 130,000 tested, 0.18% active;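 active means inhibition of cGAS enzyme activity at or above 60%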;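 further: enzyme stimulated by 45 bp dsDNA with ATP and GTP substrates; cGAMP share of summed cGAMP plus half ATP and half GTP signals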
Target sequence (Q8C6L5 whole entry, looked up): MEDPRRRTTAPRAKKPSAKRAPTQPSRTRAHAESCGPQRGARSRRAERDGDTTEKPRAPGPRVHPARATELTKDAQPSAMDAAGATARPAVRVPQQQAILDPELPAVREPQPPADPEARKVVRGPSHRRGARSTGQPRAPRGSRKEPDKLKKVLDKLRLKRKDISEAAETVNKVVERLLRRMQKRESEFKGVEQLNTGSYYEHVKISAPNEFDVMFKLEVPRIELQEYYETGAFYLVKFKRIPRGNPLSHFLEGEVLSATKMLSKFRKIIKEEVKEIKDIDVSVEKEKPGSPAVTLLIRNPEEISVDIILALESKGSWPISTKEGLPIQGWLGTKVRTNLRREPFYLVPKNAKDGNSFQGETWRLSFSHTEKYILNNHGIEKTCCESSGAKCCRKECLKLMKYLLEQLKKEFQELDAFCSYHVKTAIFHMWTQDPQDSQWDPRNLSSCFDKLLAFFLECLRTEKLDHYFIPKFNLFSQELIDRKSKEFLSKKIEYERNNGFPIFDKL
Active calls of the source: *; & = joins results of further samples. A portion of the library (hit frequency here may not be typical).

SMILES	mcGAS MS inh
COc1cc(C(=O)N2CC3CC4CC(C3)CC2C4)cc(Cl)c1OCC(N)=O	5
COc1cc(-c2nccn2CCO)c(OC)cc1SC	-19
COCc1noc(CCn2cnc3sc4c(c3c2=O)CCNC4)n1	-14
CN1CCN(c2oc(-c3ccc(F)cc3)nc2C#N)CC1	-5
Cc1ccc(Cl)cc1-n1c(SCc2ccc(F)cc2)nnc1C(N)Cc1ccccc1 (stereo unspecified)	-5
Cc1ccc(NC(=O)c2ccc(Br)o2)c(Br)c1	-5
CC1=C(C(=O)N2CCCC2C(=O)Nc2cccc(-n3cccn3)c2)OCCO1 (stereo unspecified)	-7
Clc1ccc2c(N3CCOC4CCCCC43)ncnc2c1 (stereo unspecified)	-3
Cc1nn(C)c(Cl)c1S(=O)(=O)NC(=O)C1(C)CCN1C(=O)CCc1ccccc1 (stereo unspecified)	-20
CCc1noc(C)c1C(=O)Nc1ccccc1C(=O)Nc1cccc(C)c1	-4
Cc1ccnc(NC(=O)CCNS(=O)(=O)c2cc(C)ccc2C)c1	-7
CC#CC(=O)N1CCCC(C(=O)Nc2ccc(-c3cccc(F)c3)cc2)C1 (stereo unspecified)	3
CCOc1c(Cl)cc(C(=O)Nc2ccccc2N2CCCC2=O)cc1OC	-10
CCOC(=O)C1(CCCc2ccccc2)CCN(C(=O)c2ccc(OC)o2)CC1	-5
Cc1cc(C=Cc2ccc3cc(N(C)C)ccc3[n+]2C)c(C)n1-c1ccccc1	15
Cc1cc(C)c2c(CC(=O)NCc3cccnc3-n3ccnc3)coc2c1C	-23
CCOC(=O)Cc1cc(=O)n2[nH]c(C(F)(F)F)c(-c3ccccc3)c2n1	8
Cc1sc2ncnc(N/N=C\c3ccccc3O)c2c1C	-6
CC(C)N1CN=C(Nc2nc3ccccc3o2)NC1	2
Fc1ccc(-c2cc(C(F)(F)F)nc(N3CCOCC3)n2)cc1	7
CC(C)P(=O)(Cc1cccc(C#N)c1)C(C)C	0
CC(NC(=O)NC1CCC(c2ccccc2)CC1)c1ccccn1 (stereo unspecified)	-16
Cc1ccccc1CS(=O)(=O)c1ncc(CNC2CC2)n1Cc1ccccc1	-3
CCN(Cc1nc2cc(Cl)ccc2c(=O)[nH]1)C(=O)c1cc(Cl)c2c(c1)OCO2	-7
C=C(C)CN(CC)Cc1cnc(S(C)(=O)=O)n1CC(C)C	-6
CCC(CC)NC(=O)CSc1nnc(C2CCS(=O)(=O)C2)n1C (stereo unspecified)	-8
NN1C=Nc2ccc(Cl)cc2C1(O)c1ccccc1 (stereo unspecified)	-8
COCC(NC(=O)NC(C)c1cc(C)oc1C)c1ccc(C)o1 (stereo unspecified)	-12
Cc1noc(C)c1CC(=O)NC1CC(=O)N(CC2CCCCC2)C1 (stereo unspecified)	-9
COc1cc(C)ccc1OCc1cccc(C(N)=O)c1	-21
COc1c(F)cccc1C(=O)N1CCC(c2ccccc2C(=O)O)C1 (stereo unspecified)	-14
CC(=O)Nc1ccc(C(=O)N=Nc2c(O)[nH]c3ccccc23)cc1	-1
CCNC(=O)c1cc(Cl)ccc1NS(=O)(=O)c1cn[nH]c1	-6
O=C1Nc2ccccc2C12NN=C(Cc1nc3ccccc3s1)O2 (stereo unspecified)	-5
COc1ncccc1-c1ccc(OCC(N)=O)c(C)c1	-21
O=C(CSc1nnc(CNC(=O)c2ccco2)n1-c1cccc(C(F)(F)F)c1)Nc1nccs1	-7
Cc1nc(NC(=O)C(C)OC(=O)C2CCN(C(=O)C3CC3)CC2)sc1C (stereo unspecified)	2
Cc1ncoc1C(=O)N1CCCC(C(=O)Nc2ccc(-c3cscn3)cc2)C1 (stereo unspecified)	-1
CC(C)N(Cc1ccc(C#N)cc1)Cn1nc(C(C)(C)C)ccc1=O	-9
CCc1ccc(S(=O)(=O)Nc2cc(N3CCCS3(=O)=O)ccc2OC)cc1	-11
O=C(Nc1cccc(-c2cscn2)c1)c1ccc2nccnc2c1	-12
CN1CCN(c2ncc3c(=O)n(CC4CCCO4)ccc3n2)CC1 (stereo unspecified)	11
CN1[C@H]2CC[C@@H]1CN(C(=O)c1cc(F)c(F)cc1Cl)CC2	-21
O=C(NCC1CCC1)C(=O)Nc1cccc(CN2CCOC2=O)c1	-7
Cc1ccc2c(c1)C(=O)CC1(CCN(CC(=O)Nc3cc(C)nn3C)CC1)O2	-12
COCCN1CCN(C(=O)CC2C(=O)NCCN2Cc2ccoc2)CC1 (stereo unspecified)	-7
O=C(NC1=NCCS1)c1sc2cc(F)ccc2c1Cl	1
CCC(c1ccccn1)N(C)Cc1ncccc1C(=O)O (stereo unspecified)	-8
CCc1nnc(N=Cc2nc(-c3cccc(OC)c3)oc2O)s1	1
Cc1cc(C)cc(-c2nc(-c3ccncc3)no2)c1	7
O=C(CC1COCCN1)NCc1cn2ccsc2n1 (stereo unspecified)	-4
CCn1c(-c2cc(Cl)c3c(c2)OCO3)nc2ccccc21	-25
COc1cccc(CNC(=O)c2ccccc2N2CCCCC2)c1	-7
CCNc1nc(Cl)nc(Oc2ccc(=O)n(C)n2)n1	-24
Fc1ccc(-c2noc(CSc3nnc(-c4ccccc4F)n3C3CC3)n2)cc1	-7
CC(C)[C@H]1CC[C@H](C)C[C@@H]1OCC(=O)N1CCN(C(=O)c2ccco2)CC1	-5
CCCc1cc(C(=O)Nc2ccc(S(=O)(=O)C(F)F)cc2)sc1C	-4
CCOC(=O)c1cnc(NCCN2CCOCC2)[nH]c1=O	-12
Cc1cc(C(=O)Cn2cc([N+](=O)[O-])ccc2=O)c(C)n1CCC1=CCCCC1	-13
CNS(=O)(=O)c1cc(C(=O)Nc2ccc(N3CCCC3)nc2)ccc1OC	5

21 compounds from above, sorted by formula weight, low to high:
SMILES	mcGAS MS inh
Cc1cc(C)cc(-c2nc(-c3ccncc3)no2)c1	7
O=C(CC1COCCN1)NCc1cn2ccsc2n1 (stereo unspecified)	-4
CCNc1nc(Cl)nc(Oc2ccc(=O)n(C)n2)n1	-24
CCOC(=O)c1cnc(NCCN2CCOCC2)[nH]c1=O	-12
CCn1c(-c2cc(Cl)c3c(c2)OCO3)nc2ccccc21	-25
CN1[C@H]2CC[C@@H]1CN(C(=O)c1cc(F)c(F)cc1Cl)CC2	-21
COc1cccc(CNC(=O)c2ccccc2N2CCCCC2)c1	-7
CN1CCN(c2ncc3c(=O)n(CC4CCCO4)ccc3n2)CC1 (stereo unspecified)	11
CCc1nnc(N=Cc2nc(-c3cccc(OC)c3)oc2O)s1	1
O=C(NCC1CCC1)C(=O)Nc1cccc(CN2CCOC2=O)c1	-7
O=C(Nc1cccc(-c2cscn2)c1)c1ccc2nccnc2c1	-12
CC(C)N(Cc1ccc(C#N)cc1)Cn1nc(C(C)(C)C)ccc1=O	-9
COCCN1CCN(C(=O)CC2C(=O)NCCN2Cc2ccoc2)CC1 (stereo unspecified)	-7
CCCc1cc(C(=O)Nc2ccc(S(=O)(=O)C(F)F)cc2)sc1C	-4
CC(C)[C@H]1CC[C@H](C)C[C@@H]1OCC(=O)N1CCN(C(=O)c2ccco2)CC1	-5
Cc1nc(NC(=O)C(C)OC(=O)C2CCN(C(=O)C3CC3)CC2)sc1C (stereo unspecified)	2
Cc1ccc2c(c1)C(=O)CC1(CCN(CC(=O)Nc3cc(C)nn3C)CC1)O2	-12
Cc1cc(C(=O)Cn2cc([N+](=O)[O-])ccc2=O)c(C)n1CCC1=CCCCC1	-13
CNS(=O)(=O)c1cc(C(=O)Nc2ccc(N3CCCC3)nc2)ccc1OC	5
Cc1ncoc1C(=O)N1CCCC(C(=O)Nc2ccc(-c3cscn3)cc2)C1 (stereo unspecified)	-1
CCc1ccc(S(=O)(=O)Nc2cc(N3CCCS3(=O)=O)ccc2OC)cc1	-11

(more compounds)
SMILES	mcGAS MS inh
CN(C)C(=O)C(C)(C)NCc1ccc(I)cc1	-20
CN(Cc1ccc2nsnc2c1)Cc1ncccc1C(=O)O	0
COC(=O)c1cc2c(nc1NC(=O)c1occc1C)CCCC2	-18
CCn1ncnc1-c1c(-c2ccccc2)ncn1CCCSC	-17
CCN1CCN(C(c2ccc(SC)cc2)c2c(O)cc(C)n(Cc3ccc(OC)cc3)c2=O)CC1 (stereo unspecified)	-4
COc1ccc2cc(-c3[nH]ncc3CN3CCCC3c3nccs3)ccc2c1 (stereo unspecified)	-8
CCCSc1nnc(SC(C)C(=O)Nc2ccc(Cl)cn2)s1 (stereo unspecified)	-9
Nc1ccc(C(=O)N2N=C(c3ccncc3)CC2(O)C(F)(F)F)cc1 (stereo unspecified)	-4
CC(c1cccc(-c2nccc3ccccc23)c1)N(C)C (stereo unspecified)	-12
Clc1ccc(Cl)c(Nc2nc3cc(Cl)ccc3o2)c1	-3
COc1ccc(S(=O)(=O)Oc2cc(CNCCN(C)C)ccc2OC)cc1	0
N#Cc1ncn(CC(=O)Nc2ccc(OC(F)F)c(Cl)c2)n1	-4
COc1ccc(S(=O)(=O)N2CCN(C(=O)CCCNC(N)=O)CC2)cc1OC	-3
CC(C)c1cc(CNC(=O)C2CCC(=O)N(CCc3ccc(Cl)cc3)C2)on1 (stereo unspecified)	-5
CC(C)(C)c1ccc(N=Cc2ccccn2)cc1	-7
CCN1CCC(CNC(=O)CCCOCc2ccccc2)CC1	-8
CC1=C(C(=O)Nc2ccccc2)C(c2ccc(C(=O)O)cc2)n2nc(C)cc2N1 (stereo unspecified)	-6
O=C(Nc1cccc2cn[nH]c12)C1CCCCN1C(=O)c1cccnc1 (stereo unspecified)	-10
c1ccc(-c2nc(-c3ccc4c(c3)OCO4)cs2)cc1	-5
Cc1nnc(NC(=O)CSc2nc(-c3ccc(F)cc3)nc3c2c(=O)n(C)c(=O)n3C)s1	7
CC(C)Cn1ccnc1NC(=O)c1cccc(C(F)(F)F)c1	-6
Cn1nccc1C(=O)N1CCOC(CC2CCCCC2)C1 (stereo unspecified)	-6
O=C(c1ccc(=O)n(Cc2ccccc2)n1)N(Cc1nccn1C(F)F)C1CC1	-1
Cc1csc2ncnc(-c3cccc4[nH]ccc34)c12	-17
CCn1c(SCc2nnc(-c3cccs3)o2)nnc1-c1ccco1	0
Cc1cccnc1C1=NOC(Cc2ccccc2)C(=O)N1CCOc1ccc(F)cc1 (stereo unspecified)	30
CC(CC#N)N1CCC(C(=O)Nc2ccc(Br)cc2)CC1 (stereo unspecified)	7
Cc1ccc(C(=O)C(C)Sc2nnc(-c3ccc4c(c3)OCO4)o2)cc1C (stereo unspecified)	-12
CC1(C(=O)NCc2cccc(C(F)(F)F)c2)CCN1C1Cc2ccccc2C1 (stereo unspecified)	-8
CC(C)c1nc(SCc2cccc([N+](=O)[O-])c2)c2c(=O)n(C)c(=O)n(C)c2n1	8
c1ccc2c(N3CCOCC3)nc(N3CCOCC3)nc2c1	-17&-8
O=C(O)C1C(=O)COC1=Nc1ccccc1 (stereo unspecified)	32
O=C(CSc1nnc(-c2cccs2)o1)NCCOc1ccccc1	0
Brc1ccnc2[nH]cc(Br)c12	6
Cc1nc(CSc2nnc(OC(C)C)s2)sc1C	-8
OCC(O)Cn1cnc(-c2ccccc2)c1-c1cc2ccccc2[nH]1 (stereo unspecified)	20
Cc1cnc(C)c(N2CCN(C(=O)[C@H](N)c3ccccc3)CC2)n1	-3
CCC1CCCCN1C(=O)C(C)S(=O)(=O)Cc1nnnn1-c1ccccc1 (stereo unspecified)	17
CC1CCCCC1NC(=O)NC(=O)COC(=O)C12CC3CC(CC(Cl)(C3)C1)C2 (stereo unspecified)	5
COc1ccc(CNC(=O)c2c(C)oc3c2cc(OC(C)=O)c2ccccc23)cc1	1
CC(C(=O)Nc1cc(Cl)c(Cl)cn1)S(C)(=O)=O (stereo unspecified)	0
CCCCN(C)C(=O)c1sc(=O)n(CCOC)c1C	-1
CCn1c(C2CCN(c3nccc(N4CCC(O)C4)n3)CC2)nn(C)c1=O (stereo unspecified)	-11
N#Cc1ccc(Cl)cc1NC(=O)CN1CCN(c2ccc(C(F)(F)F)cn2)CC1	4
CCOCC(=O)Nc1ccc(OC(C)C)cc1C(F)(F)F	-6
O=C(CC1CCCC1)N1CC=C(c2ccc(O)cc2)CC1	-10
COc1ccc(OCCNC(=O)C2CCS(=O)(=O)C2)cc1 (stereo unspecified)	0
Cc1ccccc1CC1(CO)CCCN(C(=O)Nc2c(C)cccc2Cl)C1 (stereo unspecified)	-13&-8
c1ccc(-n2ccnc2)c(NCC2CCOCC2)c1	-8&-4
O=C(CSc1nc(O)cc(=O)n1C1CCCC1)NC1CC1	1
Cc1ccc(OCc2cc(-c3ccco3)on2)c([N+](=O)[O-])n1	-24
COCC(C)n1c(-c2ccccc2)csc1=Nc1cccc(C)c1 (stereo unspecified)	-2
CN(Cc1ccsc1)C(=O)Cc1n[nH]c(=O)c2ccccc12	3
Cc1cccc(N2CCN(C(=O)CC3Sc4ccccc4NC3=O)CC2)c1C (stereo unspecified)	-5
CCc1nc(C)c(C(=O)N2CCc3c(nc(-c4ccccc4)[nH]c3=O)C2)o1	-33
CC(=O)c1ccc(NC(=S)NNC(=O)CC#N)cc1	1
O=C(O)CSc1ncccn1	-30
Cc1ccc(OCCCN(C)C(=O)c2cn(-c3ccccc3)nn2)c(C)c1	-8
O=C(NNS(=O)(=O)c1c(F)cc(F)cc1Br)C1CCCCC1	0
CCOC(=O)CC1=NC2(CCCC2)Cc2cc(OC)c(OC)cc21	-6

Next part (two carried over from the part before).
SMILES	mcGAS MS inh
O=C(NNS(=O)(=O)c1c(F)cc(F)cc1Br)C1CCCCC1	0
CCOC(=O)CC1=NC2(CCCC2)Cc2cc(OC)c(OC)cc21	-6
CCc1noc(CN(CC)C(=O)c2ccc3ncsc3c2)n1	-25
Cc1ccc2cc(CN3CC(n4cccn4)C3)c(=O)[nH]c2c1	20
CCCNC(=O)C1(C)CCN(Cc2ccc(Oc3ccccc3)cc2)C1 (stereo unspecified)	6
CCOC(=O)C1(CCOc2ccccc2)CCN(Cc2cccc3c2OCO3)CC1	-10
Cc1cc(C(=O)N2CCOC(c3ccccc3)C2)ccc1N1CCNC1=O (stereo unspecified)	-10
c1ccc(-n2nnnc2N2CCN(c3ncccn3)CC2)cc1	-2
Fc1ccccc1OCC1CCCN(Cc2nc(CC3CC3)no2)C1 (stereo unspecified)	-8&-7
Cc1nn(CC#N)c(=O)c2c1cnn2-c1ccccc1	-9
Cc1ccccc1N1CCN(C2CCCN(C(=O)c3c[nH]c(=O)[nH]3)C2)CC1 (stereo unspecified)	-15
CCn1c(C)cc(O)c(C(c2cccs2)N2CCCCC2)c1=O (stereo unspecified)	63*
CCN1CCN(CC(=O)NCc2cccnc2Oc2ccccc2F)CC1	-2

High-throughput results (PubChem)
